Screening results from PubChem BioAssay.
GLA spleen mod – inhibitors or activators of human alpha-galactosidase in spleen homogenate; hit rate 0.008% among 240,000; P06280; human spleen homogenate, 4MU-alpha-Gal fluorescence, 40 min; Potency, µM (titrated, usually from 80 µM), for the others: at the highest dose activity change, negative = inhibition, usual class: inhibitors; AID 2107;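 further: 0% = enzyme with vehicle and -100% = no enzyme basal signal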
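qHTS titration in buffer at pH 5.0. Alpha-galactosidase activity in spleen homogenate was measured via 4-methylumbelliferone release from 1 mM fluorogenic substrate after 40 min at 37C and a pH 10 stop. AC50 came from Hill fits of control-normalized data.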
L3MBTL1 block – blocks human L3MBTL1; Q9Y468; AlphaScreen L3MBTL1–H3K9me1 peptide binding; Potency, µM (titrated, usually from 57.1 µM), without a hit: at the top dose activity, negative = inhibition, usual class: inhibitors; hit rate 0.66% among 230,000; AID 485360; further: nearly all actives have a fitted effect of over 60% in size
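L3MBTL1 50 nM + b-AHA-H3(1-15)K9me1 75 nM, 30 min RT; compound added, 30 min RT; streptavidin donor/Ni-chelate acceptor beads 10 ug/mL each final, 30 min RT dark; AlphaScreen read.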
ALDH1A1 inh – blocks purified human ALDH1A1 activity; Purified ALDH1A1, NADH fluorescence, propionaldehyde substrate; P00352; hit rate 7.3% among 220,000; AID 1030; Potency, µM (titrated, usually from 75.3 µM), inactives show top-dose activity, negative = inhibition, usual class: inhibitors; active means well fitted inhibition curve with a large enough effect, not every such curve was filed as active; inconclusive means small, poorly fitted or top-dose-only effect, or another doubt; inactive means no such curve, though single readings can be large or run the other way;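 further: plate controls were no enzyme wells and a reference inhibitor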
Tau fibril FP – inhibitors of human tau fibril formation; K18 P301L tau heparin fibrillization, Alexa594 FP, 6 h; Potency, µM (series often up to 57.7 µM), for inactives: top-dose activity, negative = inhibition, usual class: inhibitors; hit rate 0.39% among 280,000; AID 1468; further: nearly all actives have a fitted effect of over 55% in size
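Human K18 P301L fragment (15 uM unlabeled plus 0.24 uM Alexa 594-labeled) in 100 mM sodium acetate pH 7 with compound, aggregation induced by 20 uM heparin for 6 hr at 37 C. ThT (30 uM) added for 1 hr, then Alexa 594 FP read.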
TR SRC2 fluor cs – Texas Red fluorescence interference in TRb-SRC2 counter-screen; hit rate 0.29% among 280,000; AID 1479; Potency, µM (titrated, usually from 106 µM), inactives show at the top dose fluorescence change, negative = quenching; TRb/SRC2 Texas Red total fluorescence interference; active means well fitted curve in either direction with a large enough effect; inconclusive means small, poorly fitted or top-dose-only effect
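Human TRb ligand-binding domain at 0.6 uM with 20 nM Texas Red SRC2 peptide in Tris buffer containing 1 uM T3 and 5% DMSO, incubated with compound 5 h at ambient temperature. Total fluorescence (555/632 nm) calculated as parallel + 2 × perpendicular.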
Tau fibril ThT – blocks human tau fibril formation measured by thioflavin T. recombinant tau K18 P301L, heparin-induced fibrillization, ThT fluorescence. hit rate 2.1% among 270,000. AID 1460. Potency, µM (highest dose often 57.4 µM), for inactives: at the top dose activity, negative = inhibition, actives largely listed as inhibitors; further: nearly all actives have a fitted effect of over 55% in size
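K18 P301L tau (15 uM + 0.24 uM Alexa 594-tagged), heparin 20 uM, NaOAc pH 7, 6 h 37 C; ThT 30 uM, 1 h RT, ex 450/em 510 nm.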
TRb-SRC2 inh – inhibitors of human thyroid hormone receptor beta-SRC2 interaction; hit rate 0.065% among 280,000; TRbeta-SRC2 peptide binding, fluorescence polarization; receptor liganded with 1 µM T3; P10828; Potency, µM (doses to about 106 µM), for inactives: at the highest dose activity change, negative = inhibition, hits mostly inhibitors;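 further: plate controls were bound peptide for no effect and peptide without receptor for full effect; nearly all actives have a fitted effect of over 50% in size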
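Read-out is fluorescence polarization (555 nm excitation, 632 nm emission) of a Texas Red SRC2 coactivator peptide; loss of signal reflects blocked binding to human TRb ligand-binding domain in the presence of 1 uM T3.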
Tau fluor counter – counter-screen for tau fibril formation inhibitors | tau K18 P301L (four-repeat tau fragment) Alexa594 fluorescence, heparin fibrillization | Potency, µM (titrated, usually from 57.7 µM), for the others: top-dose activity change, negative = decrease | hit rate 0.93% among 280,000 | AID 1463; further: nearly all actives have a fitted effect of over 55% in size
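Human K18 P301L tau (15 uM unlabeled plus 0.24 uM Alexa 594-labeled, final) in 100 mM sodium acetate pH 7 was mixed with compound and 20 uM heparin and incubated 6 hr at 37 C.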
Starred values were filed as active, the others as inactive; ? = inconclusive; / = no result given; & = joins results of further samples; ! = not confirmed by another sample; [ ] = dose if it differs, or a comment. Unless noted, the call rests on the fitted dose curve; in most records, active means well fitted curve in the direction sought with a large enough effect; inconclusive means small, poorly fitted or top-dose-only effect, or another doubt; inactive means no such curve, though single readings can be large; an effect the other way counts as inactive or inconclusive. Unless noted, on the % scale 0 is the no-effect control and ±100 the full control effect; potency means the concentration at half of the fitted maximal effect.

1	Oc1cc2c(cc1O)[C@@H]1c3ccc(O)c(O)c3OC[C@]1(O)C2
2	C[C@H](CCC(=O)O)[C@H]1CC[C@@H]2[C@H]3[C@@H](CC[C@@]21C)[C@]1(C)CC[C@H](O)C[C@@H]1C[C@@H]3O
3	CCOC(=O)NNc1nncc2ccccc12
4	Cc1ccc(NC(=O)Cn2c(=O)n(CCC(=O)N3CCc4ccccc4C3)c(=O)c3ccccc32)c(C)c1
5	CCOc1ccc(NC(=O)Cn2cc(C(=O)c3cccs3)c3ccccc32)cc1
6	COc1cc([C@H]2Oc3cc([C@H]4Oc5cc(O)cc(O)c5C(=O)[C@@H]4O)ccc3O[C@@H]2CO)ccc1O
7	Cc1cccc2c1NC(=O)/C2=C\C(=O)c1cccs1
8	O=c1cc(-c2ccc(O)cc2)oc2cc(O[C@@H]3O[C@H](CO)[C@@H](O)[C@H](O)[C@H]3O[C@@H]3OC[C@](O)(CO)[C@H]3O)cc(O)c12

assay / entry	1	2	3	4	5	6	7	8
GLA spleen mod	-5%	10%[29.1 µM]	7%	/	/	-5%	-1%	0%
L3MBTL1 block	/	/	5%	/	/	/	/	14%
ALDH1A1 inh	-2%	-5%[20.9 µM]	-12%	/	/	14µM*	?	-16%
Tau fibril FP	?	/	10%	0%	-14%	/	6%	-2%
TR SRC2 fluor cs	-2%	0%[53 µM]	-3%	?	-10%	-4%	0%	-8%
Tau fibril ThT	14µM*	/	-1%	-4%	-16%	/	22µM*	-3%
TRb-SRC2 inh	3%	6%[53 µM]	2%	0%	-1%	13%	1%	-4%
Tau fluor counter	?	/	0%	-15%	?	/	-26%	-10%

9	CCC(=O)O[C@@]1(C(=O)SCF)[C@@H](C)C[C@H]2[C@@H]3C[C@@H](F)C4=CC(=O)C=C[C@@]4(C)[C@]3(F)[C@@H](O)C[C@]21C
10	C[C@@H]1C[C@H]2[C@@H]3C[C@H](F)C4=CC(=O)C=C[C@]4(C)[C@@]3(F)[C@@H](O)C[C@]2(C)[C@@]1(O)C(=O)COC(=O)C(C)(C)C
11	CN(C)CCOc1ccccc1Cc1ccccc1
12	CCCOC(=O)c1ccc(O)cc1
13	C/C=C(/C)C(=O)O[C@@H]1c2cc(OC)c(OC)c(OC)c2-c2c(cc3c(c2OC)OCO3)C[C@H](C)[C@]1(C)O
14	CC1(C)OC2CC3C4CC(F)C5=CC(=O)C=C[C@@]5(C)[C@@]4(F)C(O)C[C@@]3(C)[C@]2(C(=O)CO)O1 (some centres not stated)
15	COc1ccc(CNC(=O)Nc2ccc3c(c2)N(C)C(=O)c2ccccc2S3)cc1OC
16	C/C=C(/C)C(=O)OC1c2c(ccc3ccc(=O)oc23)OC(C)(C)C1OC(=O)/C(C)=C\C (configuration not stated)

assay / entry	9	10	11	12	13	14	15	16
GLA spleen mod	-5%[29.1 µM]	12%	2%	20%&14%	-1%	2%	/	7%
L3MBTL1 block	/	5%	0%	5%	/	/	/	-2%
ALDH1A1 inh	12%[20.9 µM]	12%	-11%	10µM*!	/	0%	/	?
Tau fibril FP	/	5%	12%	/	8%	?	13%	-11%
TR SRC2 fluor cs	-2%[53 µM]	1%	-1%	4%[201 µM]	-2%	-1%	1%	-2%
Tau fibril ThT	/	-18%	-7%	/	8%	-16%	9%	?
TRb-SRC2 inh	5%[53 µM]	1%	-5%	5%[201 µM]	4%	1%	6%	-3%
Tau fluor counter	/	-21%	-3%	/	11%	-29%	-2%	-22%

17	CCCCOc1ccc(CC(=O)NO)cc1
18	Cc1ccccc1C(=O)Nc1cccc(-c2nc3cccnc3s2)c1
19	COc1ccc(/C=C/C(=O)O)cc1
20	Cc1ccccc1Cc1c(C)nc2c(-c3ccccc3)c(C)[nH]n2c1=O
21	Cc1[nH]c2ccccc2c1/C=N/NC(N)=S
22	Cc1cccc(C)c1NC(=O)C1CCCCN1C (configuration not stated)
23	C=C1c2cccc(O)c2C(O)=C2C(=O)[C@]3(O)C(O)=C(C(N)=O)C(=O)[C@@H](N(C)C)[C@@H]3[C@@H](O)[C@H]12
24	Cc1cccc(NC(c2ccccc2F)c2ccc3ccc(C)nc3c2O)n1 (configuration not stated)

assay / entry	17	18	19	20	21	22	23	24
GLA spleen mod	1%	/	21%&2%	/	9%	-3%&12%	-17%	/
L3MBTL1 block	-1%	/	-6%	/	-17%	3%	0.89µM*	/
ALDH1A1 inh	2%	/	-3%	/	/	3%&4%	-2%	/
Tau fibril FP	5%&-7%	1%	3%	-5%	-2%	2%&0%	?	11%
TR SRC2 fluor cs	0%	-1%	45µM*![fluorescent]	-28%	-2%	0%&1%	32µM*[quencher]	-14%
Tau fibril ThT	-1%&-7%	?	6%	-15%	?	4%&1%	?	?
TRb-SRC2 inh	-10%	2%	25µM*!	5%	1%	-5%&-11%	-9%	4%
Tau fluor counter	-7%&-12%	-28%	6%	-15%	-18%	9%&-3%	?	-27%

25	Cc1ccnc(NC(c2cccc(O)c2)c2ccc3ccc(C)nc3c2O)c1 (configuration not stated)
26	CNc1c2c(nn1C)CCCC2
27	COc1ccc2nc(NC(=O)Nc3ccccc3)sc2c1
28	NC(N)=NC(=O)Cc1c(Cl)cccc1Cl
29	COc1ccc(/C=C\C(=O)Nc2ccccc2C(=O)O)cc1OC
30	COc1cc([C@@H]2Oc3cc([C@H]4Oc5cc(O)cc(O)c5C(=O)[C@H]4O)ccc3O[C@H]2CO)ccc1O
31	Nc1ncnc2nc[nH]c12
32	COc1ccc(OCC(=O)Nc2cc(-c3nc4ccccc4s3)ccc2C)cc1

assay / entry	25	26	27	28	29	30	31	32
GLA spleen mod	/	-9%	-6%	14%	-4%	-9%	0%	/
L3MBTL1 block	/	-3%	1%	3%	/	/	9%	/
ALDH1A1 inh	/	4%	-2%	5%	?	?	4%	/
Tau fibril FP	-8%	-13%	-14%	?	4%	-1%	4%	-11%
TR SRC2 fluor cs	-1%	-4%	-1%&-3%	-2%	-3%	-13%	-2%	4%
Tau fibril ThT	?	-10%	?	-3%&-1%&-14%&-10%	8%	?	-6%	?
TRb-SRC2 inh	-1%	-8%	4%&10%	1%	-5%	11%	1%	1%
Tau fluor counter	-26%	-10%	?	-7%&-3%&-15%&-9%	-2%	?	-9%	-15%

33	O=C(O)CNC(=O)c1ccccc1
34	Cc1ccc(Nc2nc3ccccc3c3nnc(C)n23)c(C)c1
35	CC(=O)Nc1ccccc1
36	CC1CCC(C(C)C)C(=O)C1 (configuration not stated)
37	CCCCC(=O)O[C@]1(C(=O)CO)[C@H](C)C[C@H]2[C@@H]3CCC4=CC(=O)C=C[C@]4(C)[C@@]3(F)[C@@H](O)C[C@@]21C
38	COc1ccc(-c2cc(=O)c3c(O)c(OC)c(OC)c(OC)c3o2)cc1OC
39	Cc1cccc2nc(-c3ccccn3)c(Nc3ccccc3)n12
40	CCC(Sc1nc2ccccc2c2nc(CCn3cncc3C)nn12)C(=O)Nc1cccc(OC)c1 (configuration not stated)

assay / entry	33	34	35	36	37	38	39	40
GLA spleen mod	17%	/	4%&11%	3%	2%	2%	/	/
L3MBTL1 block	5%	/	-9%	/	/	/	/	/
ALDH1A1 inh	-3%	/	8%&-2%	-6%	0%	20µM*	/	/
Tau fibril FP	-2%	-7%	8%	0%	3%	-15%	0%	6%
TR SRC2 fluor cs	-1%	-1%	-2%&-3%	-3%	1%	-2%	-5%	-7%
Tau fibril ThT	-2%	?	-1%	-5%	-7%	?	-17%	?
TRb-SRC2 inh	-6%	-4%	2%&2%	2%	4%	2%	-3%	-1%
Tau fluor counter	-4%	?	-1%	-1%	-17%	-16%	-24%	-21%

In the list so far, 5 contain fluorine.
9	CCC(=O)O[C@@]1(C(=O)SCF)[C@@H](C)C[C@H]2[C@@H]3C[C@@H](F)C4=CC(=O)C=C[C@@]4(C)[C@]3(F)[C@@H](O)C[C@]21C
10	C[C@@H]1C[C@H]2[C@@H]3C[C@H](F)C4=CC(=O)C=C[C@]4(C)[C@@]3(F)[C@@H](O)C[C@]2(C)[C@@]1(O)C(=O)COC(=O)C(C)(C)C
14	CC1(C)OC2CC3C4CC(F)C5=CC(=O)C=C[C@@]5(C)[C@@]4(F)C(O)C[C@@]3(C)[C@]2(C(=O)CO)O1 (some centres not stated)
24	Cc1cccc(NC(c2ccccc2F)c2ccc3ccc(C)nc3c2O)n1 (configuration not stated)
37	CCCCC(=O)O[C@]1(C(=O)CO)[C@H](C)C[C@H]2[C@@H]3CCC4=CC(=O)C=C[C@]4(C)[C@@]3(F)[C@@H](O)C[C@@]21C

assay / entry	9	10	14	24	37
GLA spleen mod	-5%[29.1 µM]	12%	2%	/	2%
L3MBTL1 block	/	5%	/	/	/
ALDH1A1 inh	12%[20.9 µM]	12%	0%	/	0%
Tau fibril FP	/	5%	?	11%	3%
TR SRC2 fluor cs	-2%[53 µM]	1%	-1%	-14%	1%
Tau fibril ThT	/	-18%	-16%	?	-7%
TRb-SRC2 inh	5%[53 µM]	1%	1%	4%	4%
Tau fluor counter	/	-21%	-29%	-27%	-17%

Continuation:
41	O=C(Nc1ccc(C(=O)O)c(O)c1)c1ccccc1
42	CCCCNC(=O)[C@@H]1Cc2ccccc2N1C(=O)[C@H](N)CC
43	Cc1cccc(Nc2cc(Cl)nc(SCC(=O)O)n2)c1C
44	Cn1c(=O)c2c(ncn2CCO)n(C)c1=O
45	O=c1ccn([C@H]2C[C@H](O)[C@@H](CO)O2)c(=O)[nH]1
46	CC1CC2C3CC(F)C4=CC(=O)C=C[C@@]4(C)[C@@]3(F)C(O)C[C@]2(C)[C@]1(O)C(=O)COC(=O)C(C)(C)C (some centres not stated)

assay / entry	41	42	43	44	45	46
GLA spleen mod	-2%	-6%	3%&-19%&-2%&-4%&-4%	1%	4%	-2%
L3MBTL1 block	2%	/	/	/	/	/
ALDH1A1 inh	8%	?	10µM*!	4%	9%	1%
Tau fibril FP	-4%	9%	3%&9%&-5%&-5%&-13%	1%&0%&-1%	-4%	4%
TR SRC2 fluor cs	0%	-1%	-1%[201 µM]	0%	0%	2%
Tau fibril ThT	5%	-5%	-4%&1%&-16%&-8%&-7%	-10%&-13%&0%	3%	-2%
TRb-SRC2 inh	-1%	10%	-4%[201 µM]	2%	1%	-1%
Tau fluor counter	-7%	-2%	-3%&6%&-16%&-12%&-13%	-6%&-15%&-1%	-2%	-14%

This is a subset; the hit share may differ from the screen's.
